Assay outcomes (PubChem)
HIF act = HIF pathway transcriptional activators, primary screen, cell-based, U2OS HRE-luciferase, luminescence. U2OS HRE-luciferase reporter; normalized: DMSO 0%, desferrioxamine 100%. activation, % at 7.5 µM (by protocol). 300,000 compounds, 0.32% hits;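 active means mean activation of at least 10% of the iron chelator positive control signal, with at least half of replicates also reaching 10%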
SKKanGAS inh = S. pyogenes SKKanGAS growth inhibitors in kanamycin, primary screen, streptokinase expression inhibitor project, SKKanGAS strain, BacTiter-Glo luminescence | 6 h | inhibition, % at 7.5 µM | 300,000 compounds, 1.3% hits | AID 1662, 2009;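 active means mean replicate score, as percent of positive control median, at least 50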;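 further: strain carries kanamycin resistance gene driven by streptokinase promoter and grows in 40 µg/ml kanamycin; loss of luminescence reflects streptokinase promoter inhibition or plain growth inhibition; 0% = median of DMSO wells and 100% = positive control at its reference dose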
aSyn UTR inh = MLPCN primary screen, SNCA 5' untranslated region; AID 1813, 2009; alpha-synuclein 5'UTR reporter, inhibitor activity; 300,000 compounds, 0.82% hits; inhibition, % (tested at 7.5 µM); in the data active means inhibition above about 60%;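 further: H4 neuroglioblastoma cells stably carrying SNCA 5'UTR luciferase fusion; 0% = DMSO wells and 100% = positive control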
MrgX1 antag = antagonists of human MrgX1 receptor, primary screen, HEK293 cells, Fluo-4 calcium flux; Mas-related G-protein coupled receptor member X1 (Homo sapiens), Q96LB2; BAM8-22 antagonism; active compounds read low; B-score at 10 µM; 310,000 compounds, 1.3% hits; AID 588676, 2011;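 active means calcium-response B-score plate-corrected more than 3 library SD below zero, starting fluorescence within 5 deviations, no agonist response on first addition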;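 further: peak minus trough fluorescence over baseline after final BAM8-22 challenge near maximal dose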
TRPC6 inh = mouse TRPC6 channel inhibitors, primary screen, cell-based, HEK293, membrane potential dye; 310,000 compounds, 1.1% hits; Short transient receptor potential channel 6 (Mus musculus), Q61143; B-score at 10 µM; ACh-evoked depolarization; active compounds read low;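 active means B-score under library mean minus 3 SD, initial fluorescence not abnormally high, positive integrated signal ratio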;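 further: B-score derived from integrated fluorescence ratio over the kinetic read; more negative B-score means stronger inhibition of depolarization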
TRPC6 activator = mouse TRPC6 channel activators, primary screen, cell-based, HEK293, membrane potential dye; B-score at 10 µM; Short transient receptor potential channel 6 (Mus musculus), Q61143; HEK293-TRPC6 membrane potential dye fluorescence; active compounds read high; 310,000 compounds, 0.13% hits;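 active means B-score of the integrated fluorescence ratio above library mean plus 3 SD, and starting fluorescence ratio within library mean plus 5 SD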;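 further: higher score means more depolarization so channel activation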
TRPC4 block = inhibitors of mouse TRPC4 channel, primary screen, Fluo4 calcium, HEK293 TRPC4beta/mu-opioid cells. Short transient receptor potential channel 4 (Mus musculus), Q9QUQ5. DAMGO-evoked Fluo4 calcium flux; active compounds read low. B-score at 10 µM. 300,000 compounds, 0.39% hits;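 active means B-score over 3 SD under the library average, no early fluorescence shift, positive overall ratio signal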
Target sequence (Q9QUQ5 whole entry, looked up): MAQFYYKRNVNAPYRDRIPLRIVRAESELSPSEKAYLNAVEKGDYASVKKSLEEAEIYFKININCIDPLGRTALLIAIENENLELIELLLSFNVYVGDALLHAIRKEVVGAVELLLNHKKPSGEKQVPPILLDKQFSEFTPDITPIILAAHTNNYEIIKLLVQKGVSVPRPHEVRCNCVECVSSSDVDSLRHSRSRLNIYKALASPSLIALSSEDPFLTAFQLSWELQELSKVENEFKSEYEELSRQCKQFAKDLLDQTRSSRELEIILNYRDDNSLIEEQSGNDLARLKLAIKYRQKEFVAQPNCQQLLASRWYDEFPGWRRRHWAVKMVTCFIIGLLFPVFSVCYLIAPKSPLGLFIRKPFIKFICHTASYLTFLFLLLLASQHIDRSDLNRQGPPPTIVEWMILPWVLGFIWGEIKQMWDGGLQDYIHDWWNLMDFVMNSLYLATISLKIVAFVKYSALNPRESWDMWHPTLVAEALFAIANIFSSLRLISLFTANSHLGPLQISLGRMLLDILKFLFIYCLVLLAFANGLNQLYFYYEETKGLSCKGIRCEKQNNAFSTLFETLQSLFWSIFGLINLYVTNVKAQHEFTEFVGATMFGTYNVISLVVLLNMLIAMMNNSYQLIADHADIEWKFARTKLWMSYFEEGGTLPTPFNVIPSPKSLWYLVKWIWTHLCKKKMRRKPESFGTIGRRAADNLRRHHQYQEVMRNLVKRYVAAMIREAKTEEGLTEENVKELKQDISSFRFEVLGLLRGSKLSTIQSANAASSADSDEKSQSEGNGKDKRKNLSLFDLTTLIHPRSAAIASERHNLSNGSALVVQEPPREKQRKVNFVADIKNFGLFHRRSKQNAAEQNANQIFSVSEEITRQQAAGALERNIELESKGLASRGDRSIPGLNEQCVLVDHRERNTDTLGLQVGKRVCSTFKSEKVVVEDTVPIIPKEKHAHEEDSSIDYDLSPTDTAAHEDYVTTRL
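Assay system: HEK293 cells with stable TRPC4beta plus mu-opioid receptor expression; Probe or stimulus: DAMGO in two steps, submaximal then maximal; Dosing: single-point compound dosing; Measured by: Fluo4 calcium-dye fluorescence, kinetic read; Read-out basis: B score from integrated Fluo4 fluorescence ratio.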
TRPC4 PAM = positive allosteric modulators of TRPC4, primary screen, cell-based, mouse TRPC4beta, HEK293 mu-opioid, Fluo-4 calcium. Short transient receptor potential channel 4 (Mus musculus), Q9QUQ5. DAMGO EC20, Fluo-4 Ca2+ flux; active compounds read high. B-score at 10 µM. 310,000 compounds, 0.42% hits;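 active means B-score of calcium response area above 5 SD of library B-scores, with initial fluorescence ratio within 5 SD of library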;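 further: B-score of integrated fluorescence ratio over time as area under calcium response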
KLF5 inhibitor = KLF5 expression inhibitors, primary screen, DLD-1 cells, luminescence. 290,000 compounds, 0.23% hits. DLD-1 KLF5 promoter-luciferase reporter. inhibition, % at 5 µM;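 active means inhibition above a per-plate limit of that plate's mean compound inhibition plus 3 SD, cut at about 60% in these data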;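 further: 0% = DMSO wells and 100% = LY294002 at 200 µM; higher means less KLF5 promoter-driven luciferase light; inactives centre near -14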
TRPC4 agonist = activators of mouse TRPC4 channel, primary screen, Fluo4 calcium, HEK293 TRPC4beta/mu-opioid cells. Short transient receptor potential channel 4 (Mus musculus), Q9QUQ5. Fluo4 calcium fluorescence; active compounds read high. B-score at 10 µM. 310,000 compounds, 0.49% hits;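 active means B-score above 5 SD of library B-scores, and initial fluorescence ratio not above library mean plus 5 SD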;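 further: positive B-score marks a calcium rise read as TRPC4 activation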
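Assay system: HEK293 cells stably co-expressing mouse TRPC4beta and mu-opioid receptor / Timing: Fluo4 dye loading 45 min at room temperature, 110 s recording / Signal: Fluo4 calcium-sensitive dye fluorescence, kinetic, 1 Hz baseline / Read-out: integrated baseline-normalised fluorescence ratio, converted to per-well B score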
IEC-6 tox = cytotoxicity in IEC-6 intestinal epithelial cells, primary screen, cytotoxicity control for KLF5 inhibitor project, cell-based, luminescence; IEC-6 cytotoxicity, luminescence viability; inhibition, % at 5 µM; 290,000 compounds, 0.78% hits; in the data active means inhibition above about 22%;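 further: 0% = plate median of test compound wells and 100% = cytotoxic reference compound wells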
* marks the source's active call; other numbers are inactive results; i = inactive; · = no result given.

SMILES | HIF act | SKKanGAS inh | aSyn UTR inh | MrgX1 antag | TRPC6 inh | TRPC6 activator | TRPC4 block | TRPC4 PAM | KLF5 inhibitor | TRPC4 agonist | IEC-6 tox
COc1ccc(N(CC(=O)NN=C2CCN(C)CC2)S(=O)(=O)c2ccccc2)c(OC)c1 | 0.1 | 2 | -1 | i | i | i | i | i | -25 | i | -1
Cc1cccc2cc(CN(Cc3ccc4c(c3)OCO4)Cc3nnnn3C3CCCC3)c(=O)[nH]c12 | -0.1 | 9 | 32 | i | i | i | i | i | 16 | i | 5
O=C(COC(=O)COc1ccccc1[N+](=O)[O-])Nc1ccccc1Br | -1.3 | 2 | -21 | i | i | i | i | i | -9 | i | 0
CCOc1ccccc1NC(=S)N1CCN(c2ccc(OC)cc2)CC1 | 0.2 | -4 | 8 | i | i | i | i | i | -5 | i | -3
CCOc1ccc(N(CC(=O)N2CCN(C(=O)CN(c3ccc(OCC)cc3)S(C)(=O)=O)CC2)S(C)(=O)=O)cc1 | -0.4 | 1 | 31 | i | i | i | i | i | -23 | i | 0
CC(=O)N=c1c(C#N)cc2c(=O)n3ccccc3nc2n1CCCOC(C)C | -0.2 | 0 | -18 | i | i | i | i | i | 21 | i | -1
COc1cccc2c1O/C(=N\O)C(C(=O)Nc1cccc(Br)c1)C2 (stereo unspecified) | 2.0 | 2 | 2 | i | i | i | i | i | 1 | i | 9
CC1(OC(=O)C2CCCC2)C(=O)C=C2C=C(c3ccsc3)N(C3CCCCC3)C=C2C1=O (stereo unspecified) | -0.7 | 5 | -2 | i | i | i | i | i | · | i | ·
O=C(/C=C/c1ccccc1)NCCC1=CCCCC1 | 3.0 | -4 | -194 | i | i | i | i | i | -109 | i | -2
CCOC(=O)CNC(=O)N1CCc2ccc(NC(=O)c3ccccc3OC)cc2C1 | 0.4 | 2 | -16 | i | i | i | i | i | -35 | i | -6
Cc1ccc(NC(=O)/C=C/c2ccc(Cl)cc2)nc1 | 3.8 | -6 | -158 | i | i | i | i | i | 1 | i | 5
O=C(NC(NC(=S)N1CCOCC1)C(Cl)(Cl)Cl)c1cccc2ccccc12 (stereo unspecified) | 0.4 | 5 | -9 | i | i | i | i | i | 3 | i | -4
O=C(C1CCC1)N1CCC(O)(c2cccc(F)c2)CC1 | -0.3 | -11 | -2 | i | i | i | i | i | -30 | i | 3
CCCCC(=O)OCC(=O)Nc1ccc(OC(F)F)cc1 | -0.3 | -7 | -1 | i | i | i | i | i | -17 | i | -5
CC(C)S(=O)(=O)c1csc(NC(=O)Nc2ccc(Cl)cc2)c1 | -14 | 6 | -26 | i | i | i | i | i | -30 | i | -2
CC(C)OCCCNc1nc2c(-c3ccccc3)nnn2c2ccccc12 | -0.1 | -1 | 24 | i | i | i | i | i | 13 | i | 3
S=C(NCCc1ccccc1)NCCc1ccccc1 | 3.3 | -16 | -215 | i | i | i | i | i | -134 | i | -2
COCC1CCN(Cc2nc(Cc3ccccc3Cl)no2)CC1 | 0.5 | 3 | -32 | i | i | i | i | i | -22 | i | 6
CCn1c(C)nc2cc(C(N)=O)ccc21 | 0.3 | 2 | 6 | i | i | i | i | i | -14 | i | 1
COC(=O)c1ccc(COC(=O)CNS(=O)(=O)c2ccccc2)cc1 | -0.4 | 1 | -17 | i | i | i | i | i | -48 | i | 6
Cc1ccc(C(=O)Nc2nnc(-c3ccncc3)o2)cc1 | 0.4 | 3 | -82 | i | i | i | i | i | -33 | i | 1
O=S(=O)(c1ccccc1)N1CCN(S(=O)(=O)c2ccc(F)cc2)CC1 | -0.3 | 1 | -12 | i | i | i | i | i | -35 | i | -9
O=C(Nc1nc2ccccc2n1Cc1ccc(Cl)cc1)c1ccco1 | -0.5 | -9 | 25 | i | i | i | i | i | 0 | i | 4
O=C(Nc1ccc(F)cc1)C(Cc1ccccc1)n1cccc1 (stereo unspecified) | -0.7 | 2 | 0 | i | i | i | i | i | -17 | i | -6
CC(=O)Nc1ccc(/C=C(\C#N)C(N)=O)cc1 | 0.2 | -1 | -15 | i | i | i | i | i | -10 | i | 6

(continued)
SMILES | HIF act | SKKanGAS inh | aSyn UTR inh | MrgX1 antag | TRPC6 inh | TRPC6 activator | TRPC4 block | TRPC4 PAM | KLF5 inhibitor | TRPC4 agonist | IEC-6 tox
COc1c(C)cccc1C(=O)Nc1ccc(N2CCN(S(C)(=O)=O)CC2)cc1 | 3.9 | -5 | -146 | i | i | i | i | i | -79 | i | 4
COc1cccc(C(=O)Nc2cccc(NC(=O)c3ccccc3Cl)c2)c1 | 0.3 | 15 | 2 | i | i | i | i | i | -41 | i | 6
COc1cccc(N2C(=O)c3cccnc3C2O)c1 (stereo unspecified) | -1.3 | -5 | -5 | i | i | i | i | i | -15 | i | 2
CCOc1ccc(-n2c(=S)sc3c(=O)n(-c4ccccc4)c(SC)nc32)cc1 | -29 | 1 | 4 | i | i | i | i | i | -21 | i | 2
CC1(c2nnc(-c3ccncc3)o2)CC(c2c(Cl)cccc2Cl)=NO1 (stereo unspecified) | -1.8 | -6 | -8 | i | i | i | i | i | · | i | ·
COc1ccc(OC)c(NC(=O)c2ccc3nc(-c4ccccc4)c(-c4ccccc4)nc3c2)c1 | -0.2 | -1 | 22 | i | i | i | i | i | 20 | i | -4
CCOC(=O)c1ccc(S(=O)(=O)N2CCN(CC(=O)NC(=O)NC3CCCCC3)CC2)cc1 | -2.7 | 7 | 14 | i | i | i | i | i | -8 | i | 6
OCCC1CN(Cc2cc3c(cc2Cl)OCO3)CCN1C1CCCC1 (stereo unspecified) | 0.2 | -3 | -12 | i | i | i | i | i | -3 | i | -2
CCCc1nnc(SCC(=O)N2C(C)CCCC2C)n1CCCOC (stereo unspecified) | -0.7 | -1 | 10 | i | i | i | i | i | -37 | i | -1
CC(NC(=O)c1ccc(CS(C)(=O)=O)cc1)c1ccc(-n2ccnc2)cc1 (stereo unspecified) | 0.2 | -4 | -16 | i | i | i | i | i | -36 | i | 0
NC(=O)c1nsc(C(=O)N(Cc2ccco2)C(C(=O)NCc2ccccc2)c2ccc(O)cc2)c1N (stereo unspecified) | -0.7 | 1 | 16 | i | i | i | -8* | i | -5 | i | -2
COc1cc(F)ccc1CN1CCC(C(=O)Nc2ccc(Oc3ccccc3)nc2)CC1 | -0.4 | 1 | 13 | i | i | i | i | i | -13 | i | 4
COc1ccccc1CN1CCC(n2nccc2NC(=O)CCOc2ccccc2)CC1 | 0.7 | 11 | 0 | i | i | i | i | i | -37 | i | 5
Cc1cccc([C@@H]2[C@@H]3C(=O)N(Cc4ccccc4)C(=O)[C@@H]3[C@]3(Cc4ccc(Cl)cc4)C(=O)N(c4ccc(Br)cc4)C(=O)N23)c1 | 0.4 | -1 | 3 | i | i | i | i | i | -5 | i | 0
CCCC1=[N+](CC(=O)c2ccccc2)CCn2c(C)ccc21 | -0.2 | 0 | -74 | i | i | i | i | i | -9 | i | 6
CCc1noc(C)c1C(=O)N1CCN(S(=O)(=O)c2c(C)c(C)cc(C)c2C)CC1 | 0.5 | 16 | 9 | i | i | i | i | i | · | i | ·
CCCc1[nH]nc2c1C(c1cccc(OC)c1)C(C#N)=C(N)O2 (stereo unspecified) | -0.1 | 8 | 4 | i | i | i | i | i | -30 | i | -1
Cc1c(C(=O)N2CCCC2)sc(NC(=O)c2ccccc2)c1C#N | 0.4 | 27 | -2 | i | i | i | i | i | -34 | i | 7
CCOC(=O)c1[nH]c(C)c(/C(O)=C2\C(=O)C(=O)N(CCCN3CCOCC3)C2c2cccs2)c1C (stereo unspecified) | 1.2 | -3 | -34 | i | i | i | i | i | 33 | i | 59*
C[N+](C)(C)CCN(Cc1ccc(Cl)cc1)c1ccccn1 | -1.0 | -21 | 6 | i | i | i | i | i | -19 | i | 4
N#C/C(=C\c1cc(Cl)c(OCc2ccc(Cl)cc2)c(Cl)c1)C(N)=O | 1.8 | 22 | -143 | i | i | i | i | i | -69 | i | 5
CCN(CC(=O)NC1CCS(=O)(=O)C1)S(=O)(=O)c1cc(C)ccc1C (stereo unspecified) | 0.2 | -10 | 6 | i | i | i | i | i | · | i | ·
COc1nnc(-c2ccc(N3CCCCC3)c(NC(=O)C3CCCCC3)c2)c2ccccc12 | -0.1 | 15 | 13 | i | i | i | i | i | -16 | i | 0
COc1ccc(C)cc1-n1nnnc1SCC(=O)c1ccc2c(c1)OCCO2 | 0.1 | 6 | -5 | i | i | i | i | i | 27 | i | -5
C/C(N)=C(/C#N)C(=O)CSc1nc2ccccc2c(=O)n1Cc1ccc(F)cc1 | -0.3 | 27 | 14 | i | i | i | i | i | 13 | i | 7

Remaining list, next part.
SMILES | HIF act | SKKanGAS inh | aSyn UTR inh | MrgX1 antag | TRPC6 inh | TRPC6 activator | TRPC4 block | TRPC4 PAM | KLF5 inhibitor | TRPC4 agonist | IEC-6 tox
COc1ccc(C(=O)N=S2CCN(C(=O)c3ccc(Cl)cc3)CC2)cc1 | -0.4 | -1 | 9 | i | i | i | i | i | -32 | i | -3
CC(=O)c1ccc(N2CCN(CC(=O)N(CC(C)C)c3c(N)n(CC(C)C)c(=O)[nH]c3=O)CC2)cc1 | -0.4 | -6 | 8 | i | i | i | i | i | 14 | i | 6
CCCCn1cnc2c1c(=O)n(CC(=O)c1cc(C)n(C)c1C)c(=O)n2CC(C)C | -0.1 | -8 | -4 | i | i | i | i | i | 13 | i | -3
COc1ccc(CNC(=O)CN(Cc2ccc(F)cc2)C(=O)CCC(=O)Nc2nccs2)cc1 | 0.3 | -8 | 11 | i | i | i | i | i | -27 | i | 0
O=C(O)C(NC(=O)C1CCCN1C(=O)OCc1ccccc1)c1ccccc1 (stereo unspecified) | -1.7 | 0 | -9 | i | i | i | i | i | -20 | i | -1
COc1cc(OC)cc(C(=O)NCCCNC(=O)c2ccccn2)c1 | -0.1 | -3 | -10 | i | i | i | i | i | -12 | i | 5
COc1ccc(NC(=O)C2C3C=CC4(CN(Cc5cccnc5)C(=O)C24)O3)c(OC)c1 (stereo unspecified) | 0.2 | -1 | 0 | i | i | i | i | i | 12 | i | 2
